# High-throughput results (PubChem BioAssay)
# RGS4 inh = human RGS4 inhibition; P49798; Transcreener GDP fluorescence polarization, RGS4-accelerated GTP hydrolysis; Potency, µM (doses to about 114 µM), inactives show at the highest dose activity change, negative = inhibition, usual class: inhibitors; hit rate 0.039% among 390,000; also: potency is read from the fitted curve at half-maximal effect; % is scaled to controls: 0 for no effect and ±100 for the full control effect; nearly all actives have a fitted effect of over 75% in size; some results filed as inactive show a strong effect at the top dose
# Target sequence (P49798 whole entry, looked up): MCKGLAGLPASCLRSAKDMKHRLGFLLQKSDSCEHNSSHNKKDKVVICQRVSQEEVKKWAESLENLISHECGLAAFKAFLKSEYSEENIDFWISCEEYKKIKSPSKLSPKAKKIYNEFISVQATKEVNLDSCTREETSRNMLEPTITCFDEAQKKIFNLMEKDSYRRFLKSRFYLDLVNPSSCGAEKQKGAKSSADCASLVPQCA
#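 MLSMR compounds (23 nl, pin-transferred) preincubated 10 min at room temperature with a 500nM (2x) first reagent, then RGS4 at 900nM (2x) plus Transcreener GDP mix added; fluorescence polarization (620/688 nm) read before and after 90 min at 30 °C.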
# 12-LOX inh = blocks human arachidonate 12S-lipoxygenase; P18054; Potency, µM (top dose mostly 108 µM), for inactives: at the highest dose activity change, negative = inhibition, actives largely listed as inhibitors; purified 12hLO, xylenol orange hydroperoxide absorbance; hit rate 1.1% among 580,000; also: potency is read from the fitted curve at half-maximal effect; % is scaled to controls: 0 for no effect and ±100 for the full control effect
#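 Purified human 12hLO (150 nM final) in 25 mM Hepes, 0.01% Triton X-100, pH 7.0 was preincubated 15 min at room temperature with compound. Then 40 uM arachidonic acid was added, 30 min. Hydroperoxide was read by Fe-XO absorbance ratio 573/405 nm.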
# HP1b chromo inh = HP1-beta chromodomain-methylated histone interaction inhibition. Potency, µM (doses to about 114 µM), for the others: at the top dose activity change, negative = inhibition, most hits filed as inhibitors. hit rate 0.56% among 390,000. AID 540317. AlphaScreen HP1-beta / biotin-H3K9me3 peptide binding. P83916; also: potency is read from the fitted curve at half-maximal effect; nearly all actives have a fitted effect of over 70% in size; inactives centre near 23
# Target sequence (P83916 whole entry, looked up): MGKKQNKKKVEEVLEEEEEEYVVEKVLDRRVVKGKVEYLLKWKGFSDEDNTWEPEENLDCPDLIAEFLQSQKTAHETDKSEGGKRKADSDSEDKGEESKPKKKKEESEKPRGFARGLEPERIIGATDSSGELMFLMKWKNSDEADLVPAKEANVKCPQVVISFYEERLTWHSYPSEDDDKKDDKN
#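 HP1-beta protein (50 nM final) preincubated 30 min at room temperature with biotinylated H3(1-18)K9me3 peptide (50 nM) in PBS pH 7.4, 0.01% Tween-20, then compound added for 30 min. AlphaScreen streptavidin donor/nickel chelate acceptor beads (10 ug/mL final), 30 min dark, luminescence read.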
# JMJD2A Tudor inh = JMJD2A Tudor domain (human) inhibition; AID 504339; hit rate 4.4% among 390,000; Potency, µM (top dose mostly 114 µM), for inactives: top-dose activity change, negative = inhibition, usual class: inhibitors; O75164; AlphaScreen JMJD2A-Tudor / H3K4me3 peptide binding; also: potency is read from the fitted curve at half-maximal effect; % is scaled to controls: 0 for no effect and ±100 for the full control effect; nearly all actives have a fitted effect of over 50% in size
# PI4K2A block = blocks human PI4K2A kinase activity | Q9BTU6 | purified PI4K2A, ADP-Glo luminescence, 1 h; active compounds read low | activity change, negative = inhibition, % at 76.9 µM | hit rate 0.13% among 420,000; in the data active = activity change below about -50%; inconclusive = mostly about -30% to -49%;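 also: -100% = wells without enzyme as full effect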
# Target sequence (Q9BTU6 whole entry, looked up): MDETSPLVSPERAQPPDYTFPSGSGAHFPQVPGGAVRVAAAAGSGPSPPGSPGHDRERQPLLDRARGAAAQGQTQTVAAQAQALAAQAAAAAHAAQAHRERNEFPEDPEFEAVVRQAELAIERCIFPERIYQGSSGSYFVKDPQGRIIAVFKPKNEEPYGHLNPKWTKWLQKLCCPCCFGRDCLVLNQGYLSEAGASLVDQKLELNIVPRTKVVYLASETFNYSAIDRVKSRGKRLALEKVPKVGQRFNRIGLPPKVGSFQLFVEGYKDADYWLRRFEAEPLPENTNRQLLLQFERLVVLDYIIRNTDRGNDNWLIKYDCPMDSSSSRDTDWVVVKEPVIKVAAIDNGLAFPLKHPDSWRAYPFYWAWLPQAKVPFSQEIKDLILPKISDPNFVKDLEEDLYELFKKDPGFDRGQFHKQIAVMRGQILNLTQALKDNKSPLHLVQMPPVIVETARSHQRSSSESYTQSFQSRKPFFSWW
#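 In this quantitative HTS, ADP production by PI4K2A was quantified luminescently after 1 h at ambient temperature; 100 microM adenosine served as plate-quality control.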
# GLS inhibitor = glutaminase GLS (human) inhibition; O94925; Potency, µM (top dose mostly 45.5 µM), inactives show at the top dose activity change, negative = inhibition, actives largely listed as inhibitors; GLS enzymatic activity, qHTS titration; hit rate 0.21% among 410,000; also: potency is read from the fitted curve at half-maximal effect; % is scaled to controls: 0 for no effect and ±100 for the full control effect
#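 hKGA in 45 mM KH2PO4 (pH 8.2), 0.02% Tween-20 with compound, then 1mM L-Glutamine (stock as added) plus glutamate oxidase/HRP/Amplex red coupling mix. Fluorescence read initially and after 30 min at RT; signal change reflects glutamate formation.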
# BAZ2B inh = BAZ2B (human) inhibition | AlphaScreen BAZ2B-H3K14Ac peptide displacement | Q9UIF8 | hit rate 4.4% among 360,000 | AID 504333 | Potency, µM (series often up to 114 µM), for the others: at the highest dose activity change, negative = inhibition, usual class: inhibitors; also: potency is read from the fitted curve at half-maximal effect; % is scaled to controls: 0 for no effect and ±100 for the full control effect; nearly all actives have a fitted effect of over 60% in size
#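 BAZ2B (50 nM) with biotin-H3(5-23)K14Ac peptide (50 nM) in PBS pH 7.4, 0.01% Tween-20, preformed 30 min, then compound 30 min at room temperature; top concentration 110uM. AlphaScreen streptavidin donor/nickel chelate acceptor beads (10 ug/mL final), 20 min dark, signal read.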
# G9a block = inhibitors of human histone lysine methyltransferase G9a. hit rate 8.8% among 350,000. AID 504332. Potency, µM (highest dose often 102 µM), for inactives: at the top dose activity, negative = inhibition, most hits filed as inhibitors. G9a H3K9 monomethylation, AlphaScreen, 2 h. Q96KQ7; also: potency is read from the fitted curve at half-maximal effect; % is scaled to controls: 0 for no effect and ±100 for the full control effect; nearly all actives have a fitted effect of over 75% in size
#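 Quantitative HTS format: methyltransferase activity on a biotin-tagged H3K9 peptide is measured by AlphaScreen, using a rabbit anti-monomethyl-H3K9 antibody with streptavidin donor and anti-IgG acceptor beads. Final levels are 20 nM enzyme, 500 nM peptide, 20 uM SAM; 2 h RT.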
# ERG Ets-DNA blk = ERG Ets/DNA interaction inhibition; fluorescence polarization, His-ERG Ets domain / labelled DNA; Potency, µM (series often up to 76.9 µM), without a hit: at the top dose FP activity, negative = inhibition, most hits filed as inhibitors; hit rate 0.028% among 370,000; P11308; active = well fitted inhibition curve with a large enough effect in the polarisation, with a control signal flat; inconclusive = small, poorly fitted or top-dose-only effect, or effect the other way, or a change in a side signal; inactive = no such curve, though single readings can be large or run the other way; the % refers to the polarisation;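 also: polarization taken with two DNA probes labelled with fluorescein and Texas red; potency is read from the fitted curve at half-maximal effect; % of control where 0% means no effect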
#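 His-tagged ERG Ets domain (1 uM in the protein solution; 300mM KCl, 50mM Tris-HCl, 1mM EDTA, 1mM DTT, pH 7.5) received compound, then a probe mix of 5 nM fluorescein-DNA and 100nM Texas-615-DNA. Fluorescence polarization was read for both dyes.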
# * = called active by the depositor; i = inactive; ? = inconclusive; nt = not tested or not shown; & = joins results of further samples; [ ] = another dose, or the depositor's remark. Unless noted, calls follow the shape of the dose curve; as a rule, active = well fitted curve in the direction sought with a large enough effect; inconclusive = small, poorly fitted or top-dose-only effect, or another doubt; inactive = no such curve, though single readings can be large; an effect the other way counts as inactive or inconclusive. An excerpt. The share of hits here may be higher or lower than overall.
G9a block	JMJD2A Tudor inh	12-LOX inh	BAZ2B inh	HP1b chromo inh	ERG Ets-DNA blk	PI4K2A block	GLS inhibitor	RGS4 inh	Compound
23%	-10%	1%	1%	1%	-4%	-4	6%	1%	CCOc1ccccc1C(C(=O)NC1CCCC1)N(C(=O)c1csnn1)C1CC1 (stereo unspecified)
-1%[59 µM]	-3%	5%	1%	41%	-6%	-7	-16%	-37%	CS(=O)(=O)N1CCN(c2ccccc2NC(=O)c2cccc3ccccc23)CC1
6%[59 µM]	-18%	-4%	-5%	17%	-3%	0	5%	13%	Cc1ccc(-c2cn3c(n2)sc2cc(C(=O)NC(C)C45CC6CC(CC(C6)C4)C5)ccc23)cc1 (stereo unspecified)
12%	?	15%[57.4 µM]	-33%	-12%	-10%	-3	10%	-29%	COc1ccc(C2CC(c3ccc(Cl)cc3Cl)Nc3nc(N)nn32)cc1OC (stereo unspecified)
2%	-7%	-9%	1%	47%[activator]	1%	-2	23%	38%	O=C(CCSc1nnc(-c2ccncc2)o1)Nc1ccc(F)cc1
14%[12.7 µM]	-8%	18%	9%	34%[activator]	-8%	-4	-1%	1%	CC(=O)c1cccc(NC(=O)NCc2ccccn2)c1
19%[59 µM]	-20%	?	-7%	26%	3%	4	4%	-53%	CCn1c(CNc2ccc(Cl)cc2)nnc1SCc1ccc(C)cc1
38%[59 µM]	-12%	-8%	-4%	-6%	7%	2	0%	2%	O=C1C2CC=CCC2C(=O)N1Cc1nnc(-c2ccccc2Br)o1 (stereo unspecified)
?	-28%	0%	-17%	-4%	16%	3	7%	25%	CCCCOc1ccc(C(=O)NCC(=O)NC2CCN(Cc3ccccc3)CC2)cc1
?	4%	nt	-1%	58%[activator]	2%	61	0%	-7%	CCCS(=O)(=O)c1nnnn1-c1cccc(OC)c1
-34%[59 µM]	-18%	0%	17%	12%	2%	-8	-1%	-5%	COc1ccccc1C(=O)NCC(=O)OC(C)C(=O)NC(=O)NC1CCCCC1 (stereo unspecified)
-32%[59 µM]	?	-33%	?	-6%	-1%	-4	1%	4%	COc1cc(NC(=O)Cc2noc3ccccc23)cc(OC)c1OC
-19%[59 µM]	-23%	1%	-17%	24%	5%	7	-21%	12%	CCn1c(CN2CCOCC2)nc2cc(NC(=O)c3cccc([N+](=O)[O-])c3)ccc21
?	?	nt	?	-11%	-1%	-2	-9%	?	OCCN1CCN(C2Cc3cc(Cl)ccc3Sc3ccc(Cl)cc32)CC1 (stereo unspecified) (tested in a mixture with another compound)
14%	-3%	0%	-6%	17%	-5%	2	-9%	-5%	CC(C)CCOc1ccccc1C(N)=O
-31%[59 µM]	-9%	-19%	-2%	30%	-6%	1	1%	26%	CCC(CC)c1nn2c(=O)cc(COc3ccc(NC(=O)c4cccc(Cl)c4)cc3)nc2s1
-26%[59 µM]	-12%	7%	?	35%	nt	-1	7%	2%	COc1ccc(CC(=O)N(C)CC(=O)Nc2c(C)cccc2C)cc1S(=O)(=O)N1CCOCC1
nt	-12%	2%	-3%	15%	nt	-3	12%	12%	Cc1ccc(OCC(=O)Nn2c(C)nc3ccccc3c2=O)c(C(C)C)c1
27%[12.7 µM]	-4%	4%	-16%	35%	-14%	0	1%	21%	Clc1ccc(C[n+]2cc(-c3ccccc3)n3c2CCCCC3)c(Cl)c1
28%	-32%	-3%	-1%	14%	-8%	-2	18%	-6%	CCC1(c2ccccc2)NC(=O)N(CC(=O)Nc2ccccc2N2CCCCC2)C1=O (stereo unspecified)
-27%	-6%	0%	-9%	40%[activator]	-10%	-4	-1%	18%	CC(C)Oc1ccc(CCC(=O)NNC(=S)NCc2ccccc2)cc1
41%	11%	-13%	39%	55%[activator]	nt	1	-6%	-15%	O=C(Cn1nnc(-c2ccccc2)n1)c1ccccc1
1%	-4%	4%	-4%	17%	-9%	-1	-2%	-3%	Cc1ccc(CN(CC(=O)NC2CCCC2)C(=O)c2csnn2)cc1
?	-10%	-12%[57.4 µM]	1%	6%	nt	-5	14%	-21%	Cc1cccc(NC(=O)c2sc3nc(-c4ccccc4)cn3c2C)n1
8%[12.7 µM]	-3%	-28%	0%	16%	1%	-4	7%	16%	CN(C)c1ccc(-c2nc3ccccc3c(=O)[nH]2)cc1
-22%[59 µM]	-6%[57.1 µM]	?	-5%	21%	3%	-3	0%	4%[11.4 µM]	C/C(Cn1cnc([N+](=O)[O-])n1)=N\NC(=O)c1ccccc1
45µM*	?	10%	-38%	?	18%	-4	7%	0%	CC1CCc2[nH]c3ccc(C(=O)NCC4CCCO4)cc3c2C1 (stereo unspecified)
-10%[0.501 µM]	-7%	-10%&16%	1%	44%[activator]	-5%	-5	-12%	-10%	Cn1c(CCNC(=O)c2ccco2)nc2ccccc21
7%	-8%	?	-21%	21%	-5%	-2	10%	22%	CCN1C(C(=O)Nc2cc(C)on2)=C(O)c2ccccc2S1(=O)=O
nt	-12%	-2%	0%	11%	5%	-3	-9%	0%	CN(CCCN1CCOCC1)C(=O)c1ccc2nc(Cc3cccc(Cl)c3)oc2c1
-5%	-33%	-12%	?	9%	9%	0	-6%	-11%	COc1ccc(CN2CCN(C(=O)c3ccc(-c4ccccc4)cc3)CC2)c(OC)c1OC
4.5µM*	-16%	-13%	-8%	29%	0%	1	-21%	-1%	Cc1cc(C)n(-c2nc(C)c(C)c(=O)n2CC(=O)Nc2ccc(Cl)c(Cl)c2)n1
7%[59 µM]	0%	-21%	nt	29%	-6%	-1	-20%	15%	COc1cc(NC(=O)Cn2ncc3c(=O)oc4ccccc4c32)cc(OC)c1OC
3%	-20%	7%	-18%	39%	5%	0	-3%	5%[11.4 µM]	COc1ccc(C)cc1NS(=O)(=O)c1ccc2c(c1)N(C(C)=O)CCO2
-16%[59 µM]	-26%	?	-4%	-7%	-1%	1	3%	14%	COc1ccc(/C=C/C(=O)Nc2ccc3nc(N4CCC(C)CC4)cc(C)c3c2)cc1
4%[59 µM]	-17%	-3%	-31%	28%	3%	-7	1%	0%	Cc1ccc2nc(SCC(=O)Nc3ccc4c(c3)CCC4)[nH]c2c1
-7%[59 µM]	-10%	nt	28%	-7%	-5%	-9	8%	31%	CC1CN(C(=O)c2ccncc2)CC(C)O1 (stereo unspecified)
0%[59 µM]	-3%	11%	-7%	26%	7%	1	5%	14%	Cc1ccc(NC(=O)NC(=O)CSc2nnc(-c3ccc(OC(F)F)cc3)n2N)c(C)c1
-5%[0.501 µM]	-7%	-4%	5%	29%	0%	-4	-6%	-14%	Cc1nc(NC(=O)c2cnccn2)ccc1Br
8%	10%	i	-3%	48%[activator]	-7%	-3	-2%	12%	Cc1ccc(SCc2cc(=O)[nH]c(N3CCN(C)CC3)n2)cc1
-6%[59 µM]	-11%	-1%	8%	14%	2%	0	6%	7%	Cc1c([N+](=O)[O-])ccc(S(=O)(=O)N2CCC(C(N)=O)CC2)c1C
2%[59 µM]	-17%	-27%	1%	28%	-4%	4	-11%	10%	CCOC(=O)c1c(NC(=O)c2ccc(S(=O)(=O)N3CCCC(C)C3)cc2)sc2c1CC(C)(C)NC2(C)C (stereo unspecified)
14µM*	?	-1%	1%	28%	0%	-3	3%	-28%	N#Cc1ccc(C(=O)OCc2cccc(S(=O)(=O)N3CCOCC3)c2)cc1
44%[activator][59 µM]	5%[57.1 µM]	6%&0%	nt	17%[57 µM]	-3%	0&4	22%	-9%[56.9 µM]	CC(=O)NNC(=O)N1Cc2ccccc2Oc2ccc(Cl)cc21
?	?	1%	-28%	24%	-2%	-1	-3%	4%	CNC(=O)c1[nH]cnc1C(=O)Nc1ccccc1OC
16%	1%	-20%	-8%	51%[activator]	-26%	1	-1%	-21%	COCCNC(=O)C(NC(=O)C1CCC(C)CC1)C(C)C (stereo unspecified)
53%[activator][59 µM]	?	377%[activator]	3%	20%	0%	-3	-3%	2%	CC1CCC(NC(=O)c2ccc(CS(=O)(=O)Cc3ccccc3F)o2)CC1 (stereo unspecified)
50µM*	-20%	15%	12%	26%	-11%	12	18%	-24%	Nc1c(C(=O)NC2CCCC2)c2nc3ccccc3nc2n1N
2%[59 µM]	-5%	26%	5%	31%	nt	-1	-9%	-18%	COCCNC(=O)COc1ccc(C)c(C)c1
-36%	-2%	1%	-25%	26%	1%	-4	-1%	-26%	CCCCn1c(N)c(N(CC)C(=O)c2cc3c(s2)CCCCC3)c(=O)[nH]c1=O
?	-31%[11.4 µM]	-5%	?	-2%	-10%	-5	?	?	Cc1ccc([N+](=O)[O-])cc1S(=O)(=O)n1ccnc1C
nt	?	-6%	nt	14%	16%	0	1%	-10%	CC(C)N(C(=O)[C@H]1C[C@H](CC(=O)NCCCn2ccnc2)C(=O)N2CCc3c([nH]c4cc(-c5ccco5)ccc34)[C@]12C)C(C)C
-24%[59 µM]	-12%	-10%	-20%	20%	-1%	-2	-15%	-4%	CC(C)CCn1c(=O)c2sccc2n2c(CCCC(=O)NC(C)C)nnc12
